# Assay outcomes deposited in PubChem BioAssay by several laboratories.
# CHRM4 PAM: potentiates acetylcholine response at human M4 receptor | P08173 | activation, % at 3 µM | hit rate 0.4% among 360,000 | AID 624126 | CHO-K1 hM4/Gqi5, Fluo-8 calcium fluorescence, ACh EC20; 0% = ACh EC20, 100% = maximal ACh;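 active = activation above its plate's cutoff, the mean activation of sample wells plus 3 SD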; also: some results filed as inactive read as strong as hits
# CHRM5 antagonist: CHRM5 antagonism in calcium assay. inhibition, % at 3 µM. hit rate 0.59% among 360,000. CHO-hM5 cells, Fluo-8 calcium fluorescence, ACh EC80. P08912;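 active = inhibition above a per-plate cutoff, the mean of that plate's test compounds plus 3 SD, cut at about 27% in these data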;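 also: 0% = acetylcholine EC80 with DMSO and 100% = DMSO without agonist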
# Target sequence (P08912 whole entry, looked up): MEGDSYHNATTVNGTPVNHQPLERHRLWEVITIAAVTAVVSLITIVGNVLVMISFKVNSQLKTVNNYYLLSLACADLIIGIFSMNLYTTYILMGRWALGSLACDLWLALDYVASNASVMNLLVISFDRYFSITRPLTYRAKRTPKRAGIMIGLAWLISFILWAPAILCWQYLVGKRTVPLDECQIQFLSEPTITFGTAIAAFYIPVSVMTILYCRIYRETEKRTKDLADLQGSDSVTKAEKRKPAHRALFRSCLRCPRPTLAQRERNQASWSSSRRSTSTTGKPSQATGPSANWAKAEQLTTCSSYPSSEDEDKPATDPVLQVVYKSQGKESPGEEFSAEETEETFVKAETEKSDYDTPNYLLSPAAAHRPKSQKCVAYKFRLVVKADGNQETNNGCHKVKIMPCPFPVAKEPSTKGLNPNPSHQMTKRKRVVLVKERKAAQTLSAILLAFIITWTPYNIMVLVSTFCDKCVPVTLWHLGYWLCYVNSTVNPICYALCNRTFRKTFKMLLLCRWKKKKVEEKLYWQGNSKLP
# TAAR1 antagonist: human TAAR1 antagonism. Q96RJ0. CHO RD-HGA16 TAAR1, Fluo-8 calcium fluorescence, antagonist. inhibition, % at 3 µM. hit rate 1.5% among 360,000. AID 624466;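 active = inhibition above a per-plate cutoff, the mean inhibition of test compounds on that plate plus 3 SD, cut at about 49% in these data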;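 also: 0% = DMSO plus EC80 beta-PEA response and 100% = DMSO alone without agonist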
# Target sequence (Q96RJ0 whole entry, looked up): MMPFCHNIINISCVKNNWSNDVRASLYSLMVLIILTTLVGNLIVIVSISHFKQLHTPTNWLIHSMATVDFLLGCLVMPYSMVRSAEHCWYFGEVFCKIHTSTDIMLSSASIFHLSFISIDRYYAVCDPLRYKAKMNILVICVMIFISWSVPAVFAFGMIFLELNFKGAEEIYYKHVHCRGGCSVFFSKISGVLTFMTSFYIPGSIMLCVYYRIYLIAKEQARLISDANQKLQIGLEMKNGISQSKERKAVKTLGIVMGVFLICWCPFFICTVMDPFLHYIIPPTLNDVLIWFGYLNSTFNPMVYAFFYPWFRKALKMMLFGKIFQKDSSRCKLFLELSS
#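 Test system: CHO RD-HGA16 cells bearing hTAAR1 | Reagent: β-PEA, EC80 | Compound dosing: 3 µM, single point | Schedule: Dye loading 75 min at 37 °C, then 30 min room temperature | Signal: Calcium fluorescence with Fluo-8 | Evaluation: Percent inhibition of PEA-evoked calcium signal, max/basal emission ratio | Control set: DMSO-only wells and EC80 β-PEA-stimulated wells | Repeats: Singlicate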
# CRFR2-BP antag: blocks CRF-induced signaling of the CRF-BP/CRF-R2 complex; HEK293 CRF-R2/CRF-BP, CRF-induced calcium fluorescence; hit rate 0.59% among 350,000; AID 588475; inhibition, % at 11.8 µM;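 active = inhibition of the ligand-induced calcium signal above about 50% at the single tested concentration, limit read from the data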
# CHO-K1 Ca PAM: nonselective activator or artifact in parental CHO-K1 calcium assay. ATP EC20, Fluo-8 calcium fluorescence; 0% at ATP EC20, 100% at ATP max. activation, % at 3 µM. hit rate 0.02% among 360,000;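 active = activation above the run cutoff, the mean activation of all test compounds plus 3 SD, cut at about 40% in these data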;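 also: peak over basal fluorescence ratio in a 140 s read after ATP addition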
# CRFBP-R2 agonist: CRF-BP/CRF-R2 complex agonism. activation, % at 13.2 µM. AID 588473. hit rate 0.46% among 350,000. HEK293 CRF-R2/CRF-BP, calcium dye fluorescence (FLIPR); percent of saturating CRF peptide response;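 active = activation of at least 50%, plus an integration ratio under a set limit after plate pattern correction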;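 also: plate controls were neutral control wells without compound for no effect and CRF at EC100 for full effect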
# TAAR1 agonist: agonists of human TAAR1. Q96RJ0. CHO RD-HGA16 TAAR1, Fluo-8 calcium fluorescence; vehicle wells 0%, saturating PEA agonist 100%. activation, % at 3 µM. hit rate 0.99% among 360,000;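 active = activation above the mean activation of all test compounds in the run plus 3 SD, cut at about 38% in these data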
#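 test system = CHO RD-HGA16 cells carrying human TAAR1 plus Gα16 | schedule = 17-24 h seeding, 75 min 37 °C dye, 30 min RT | compound dosing = 3 µM single concentration | control set = DMSO and PEA EC100 | replicates = n 1 | signal = Fluo-8 fluorescence, 5 s baseline then 140 s kinetic read | measure = percent activation vs PEA EC100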
# CHRM5 agonist: agonists of human muscarinic M5 receptor (CHRM5); P08912; CHO-K1 hM5 cells, Fluo-8 calcium fluorescence; 0% DMSO wells, 100% maximal acetylcholine response; activation, % at 3 µM; hit rate 0.19% among 360,000; AID 624037;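 active = activation above the run's mean over test compounds plus 3 SD, cut at about 23% in these data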;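 also: signal is peak over basal fluorescence ratio across the kinetic read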
# CHRM5 PAM: potentiates acetylcholine response at human M5 receptor. hit rate 0.3% among 360,000. P08912. activation, % at 3 µM. CHO-K1 hM5, Fluo-8 calcium, ACh EC20 PAM; 0% = ACh EC20, 100% = ACh EC100;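 active = activation above the run cutoff, the mean activation of all test compounds plus 3 SD, cut at about 18% in these data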
#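 Assay system: CHO-K1 hM5 cells / Incubation: Fluo-8 loading 80 min at 37 °C plus 30 min room temperature / Technique: Fluo-8 calcium dye fluorescence, kinetic read / Repeats: single replicate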
# * marks the source's active call; other numbers are inactive results; x = no result given.
no.	smiles	CHRM4 PAM	CHRM5 antagonist	TAAR1 antagonist	CRFR2-BP antag	CHO-K1 Ca PAM	CRFBP-R2 agonist	TAAR1 agonist	CHRM5 agonist	CHRM5 PAM
1	N#Cc1ccccc1S(=O)(=O)N1CCN(C(=O)c2cn(-c3ccccc3)nc2-c2cccnc2)CC1	3.8	3.9	7.5	-0.6	20.3	-0.8	1.1	0.8	-0.4
2	Cc1snc(S(=O)(=O)/C(C#N)=N\Nc2ccccc2)c1C#N	7.2	-2.0	2.4	21.1	18.5	1.4	16.7	0.2	4.2
3	COCCCNC(=O)CS(=O)Cc1nc(-c2cccc(OC)c2)oc1C (stereo not given)	-3.6	7.3	-12.0	0.0	-0.8	-0.1	4.2	-3.6	0.2
4	Cc1cccc(C(=O)O/N=C2\CCS(=O)(=O)c3sccc32)c1	-3.7	-2.4	37.5	6.4	4.2	-0.1	16.4	5.1	-3.8
5	CC(=O)N1CCSc2ccc(S(=O)(=O)NCc3ccc(F)cc3)cc21	-5.4	9.3	7.2	-9.8	10.2	2.1	3.4	5.2	-8.2
6	CCc1ccc(NC(=O)CSCCO)cc1	10.7	3.7	-24.4	17.7	3.4	1.4	-0.3	-2.2	-2.3
7	O=C(CSc1nc(=O)n2cc(Cl)ccc2n1)Nc1cccc2ccccc12	4.7	-4.4	9.0	5.9	-2.8	-2.2	3.3	-4.2	5.2
8	Cc1cc([N+](=O)[O-])nn1CC(=O)NNC(=S)Nc1ccc([N+](=O)[O-])cc1	10.3	-0.5	9.5	-15.5	10.7	-3.0	8.2	3.1	0.2
9	CCC(C)NC(=O)CSc1nnc(-c2cc(OC)c(OC)c(OC)c2)c(-c2cc(OC)c(OC)c(OC)c2)n1 (stereo not given)	3.3	-1.4	-5.6	6.6	-5.3	-6.8	-1.1	-8.5	-6.0
10	CC(NS(=O)(=O)c1cccc(Cl)c1)C(=O)Nc1ccc(-c2nc3ccccc3s2)cc1 (stereo not given)	-3.3	7.3	64.2*	-9.3	16.0	5.3	24.7	-2.8	-7.6
11	O=C(Nc1nc(-c2ccc(F)c(F)c2)cs1)c1cnccn1	-3.3	-5.1	-6.6	4.5	18.1	0.4	1.3	3.5	12.1
12	Cc1cc(C=O)c(C)n1-c1ccc(N2CCCC2)c([N+](=O)[O-])c1	-0.8	1.0	15.2	0.7	-3.3	-0.8	17.2	-1.5	2.8
13	CCn1c(C)c(C)c2cc(C(=O)NCCN3CCOCC3)ccc21	-4.1	-0.7	-29.9	-2.4	18.4	-0.9	4.9	-3.5	-3.6
14	C=CCn1c(SCc2ccccc2)nc(O)cc1=O	-0.5	0.6	-11.9	4.5	18.8	1.8	10.9	-4.0	4.1
15	Cc1sc2ncn(CC(=O)N3CCN(c4ccccc4F)CC3)c(=O)c2c1S(=O)(=O)N1CCOCC1	3.0	9.5	-11.1	9.4	9.2	0.7	4.2	-1.8	-4.5
16	CCn1c(CNC(=O)c2ccco2)nnc1SCC(=O)Nc1cc(F)ccc1C	3.3	0.0	-6.4	10.3	-6.8	-0.2	2.0	-0.1	2.4
17	CCOC(=O)C(C)Sc1ncc(OC)c(Sc2ccc(Cl)cc2)n1 (stereo not given)	7.0	8.1	25.9	-33.4	22.5	3.0	21.2	-0.6	-2.3
18	CN(C)S(=O)(=O)c1ccc(NC(=O)CN2CCOCC2)cc1	-0.2	11.1	-23.3	8.2	16.0	2.3	0.8	-0.2	-0.2
19	Cc1ccc(S(=O)(=O)N(C)/N=C/c2ccc(N(C)C)cc2)cc1	4.4	2.5	-26.4	11.8	-15.8	0.7	3.1	-5.2	-1.2
20	COCCn1c(SCC(=O)Nc2cc(C)on2)nc2c([nH]c3ccccc32)c1=O	6.6	11.9	-0.1	-12.1	17.5	1.1	1.1	-0.2	-2.3
21	Nc1nc2c(nc(SCc3ccccc3Br)n2C2OC(CO)C(O)C2O)c(=O)[nH]1 (stereo not given)	6.6	6.1	1.3	-17.4	3.4	-0.9	10.0	0.1	-4.0
22	COc1ccc(NC(=O)C(=O)N/N=C/c2cccnc2)cc1	-16.0	6.8	-43.0	-16.1	-5.9	2.0	0.9	6.4	-1.1
23	O=C(O)c1ccccc1NCc1ccncc1	-2.0	3.6	11.9	-7.0	14.5	1.3	5.4	-0.6	1.7
24	CCN(C[C@H]1N[C@@](C)(C(=O)OC)[C@H]2C(=O)N(Cc3ccccc3)C(=O)[C@@H]12)C(=O)Nc1ccc(Cl)cc1	-4.1	-7.0	-3.2	-17.4	6.3	1.7	1.6	0.9	3.0
25	C[C@H](CO)N1C[C@H](C)[C@@H](CN(C)S(=O)(=O)c2ccc(F)cc2)Oc2c(NS(=O)(=O)c3ccccc3)cccc2C1=O	0.6	-2.3	3.3	-8.8	2.2	0.0	2.9	1.5	0.8
26	CCCCNc1ccc2oc(-c3ccc(OC)cc3)c(-c3ccc(OC)c(F)c3)c2c1	-4.1	2.9	3.4	-4.2	-11.6	0.9	-0.5	2.4	-9.6
27	CCCCc1c(C)nc2nc(SCc3ccc(Cl)cc3)[nH]n2c1=O	-3.1	20.9	-35.8	21.8	5.7	1.0	-1.5	-2.0	-3.7
28	CCC(=O)Nc1nc2ccccc2n1Cc1ccccc1Cl	6.4	1.0	11.7	-6.7	3.1	-1.6	5.1	-3.0	11.2
29	COc1ccc2[nH]c(CN3CCN(C(C)C)C(CCO)C3)c(C)c2c1 (stereo not given)	-5.6	15.6	2.6	4.2	19.4	-1.7	8.7	-3.7	-9.3
30	O=C(NCc1ccc(Cl)cc1)C1CCCO1 (stereo not given)	-6.6	-1.0	-23.8	-12.9	-4.4	-2.8	2.8	1.0	10.9
31	CC(C)(C)CN1CCC(Oc2cccc(C(=O)N3CCC[C@H]3CO)c2)CC1	-4.3	14.9	-9.2	8.8	5.9	1.1	2.1	-9.3	-8.0
32	Oc1cccc(/C=N/Nc2ccc(Cl)nn2)c1	-4.1	-0.9	-1.0	-14.7	-2.9	1.7	8.9	-0.3	-1.7
33	Cc1nn(-c2ccc(F)cc2)c2sc(C(=O)N3CCCCCC3)cc12	-1.1	0.4	1.1	-28.5	16.2	-0.4	1.6	1.9	3.9
34	CCCC(=O)c1ccc(N2CCCC2)c(F)c1	-2.9	0.6	-17.6	24.3	17.5	-2.8	0.2	-6.5	0.8
35	Cc1cc(Nc2ccc(F)cc2)n2nc(C)nc2n1	0.2	-4.9	2.5	-2.5	16.6	-1.6	-0.8	0.6	3.3
36	C=CCSc1nc(N2CCOCC2)c2c(c1C#N)CC(C)(C)N(C)C2	16.5	1.6	-5.3	-0.8	20.7	4.6	0.5	-20.3	-13.1
37	CCN(CC)S(=O)(=O)c1cccc(NC(=O)c2ccccc2Br)c1	-2.2	-2.7	-6.5	37.6	-8.3	-1.5	6.4	-2.9	-7.9
38	CCOC(=O)c1ccn(-c2nc(-c3ccco3)cc(C(F)(F)F)n2)n1	-2.0	3.5	4.0	2.0	9.8	-1.1	1.0	2.2	-2.5
39	O=C(COc1ccc(-c2ccccc2)cc1)NNC(=O)Nc1ccccc1	17.9	8.6	-8.6	3.3	-3.8	1.1	0.6	-0.8	7.1
40	O=C(/C=C/c1ccccc1Cl)c1ccc(O)cc1	1.6	3.0	12.0	13.6	-16.3	3.0	7.0	-4.1	-7.5
41	CN1CCN(NC(=O)c2ccc(Br)s2)CC1	0.7	4.3	-7.3	4.0	13.9	-1.2	2.2	-19.1	-2.9
42	O=C(NCc1nnnn1-c1ccc(F)c(F)c1)c1cc2ccccc2o1	-1.7	2.0	-5.1	5.0	15.8	-1.0	0.7	-0.7	0.1
43	COCCCNC(=O)Cn1c(=O)n(CC(=O)N2CCCCC2)c(=O)c2sccc21	8.3	-0.5	1.5	-1.2	23.5	-0.2	2.2	-3.0	2.5
44	COc1ccccc1N1CCN(C(=O)C2CCN(S(=O)(=O)c3ccc(Cl)cc3)CC2)CC1	-19.0	23.1	26.1	-8.1	13.2	-0.6	13.2	1.1	-13.4
45	COc1ccc(N2CCN(C(c3cccc(OC)c3OC)c3nnnn3C3CCCC3)CC2)cc1 (stereo not given)	-1.6	-7.7	-3.7	8.7	18.1	0.0	0.0	-6.4	7.7
46	CCCCCCNC(=O)CCc1nc2cccnc2n1Cc1ccc(OC)cc1	-6.1	16.5	0.1	-9.9	7.2	-4.4	-1.4	-1.8	-3.8
47	CC(=O)Oc1ccc2c(c1)c(C(C)=O)c(C)n2C	1.9	-0.8	3.6	-2.8	7.0	0.8	5.0	2.5	-0.7
48	Cc1ccccc1NCN1C(=O)C2C3C=CC(C3)C2C1=O (stereo not given)	-4.3	3.2	5.5	17.1	9.2	-1.0	0.5	0.8	-1.6
49	COCCNc1nc(C)c(C(C)=O)s1	6.8	1.6	16.9	-6.4	15.3	0.2	14.4	-1.1	12.9
50	CCOC(=O)Cn1c(S(=O)(=O)Cc2ccccc2)nc2ccccc21	7.5	14.4	0.9	42.9	-10.5	24.1	-0.4	4.3	-2.5
51	COc1cc(C(=O)NCc2cn3cccc(C)c3n2)cc(OC)c1OC	-7.4	1.9	14.5	16.4	-3.4	-4.1	1.5	1.7	-3.5
52	CN(C)CCNc1ncnc2c1sc1nc(N3CCOCC3)c3c(c12)CC(C)(C)SC3	4.7	3.3	-1.1	-0.6	27.5	-1.5	9.2	-4.1	3.1
53	CCNC(=O)NC(C(=O)OC)C12CC3CC(CC(C3)C1)C2 (stereo not given)	-4.8	-6.5	0.0	7.0	-0.5	1.4	8.1	-0.3	1.5
54	Cc1ccc(SCCSc2ncccn2)cc1	-4.3	9.9	-3.8	14.1	9.6	-1.1	5.2	1.0	4.5
55	S=c1[nH]nc(C2CCCCC2)n1/N=C/c1cccs1	21.7	-5.3	-13.1	23.8	9.6	-0.2	5.1	-5.5	-1.4
56	COC(=O)[C@@]1(Cc2ccc(F)cc2)[C@H]2c3cc(C(=O)N(C)C)n(C)c3C[C@H]2CN1C(=O)c1ccccc1	0.8	9.0	-5.9	x	12.5	x	1.3	1.7	-5.0
57	CC(C)OCCCNC(=O)Cn1ncc2c(=O)oc3ccccc3c21	-6.3	-3.5	9.4	10.2	14.7	-0.3	0.9	-3.0	-1.4
58	CCOC(=O)c1c(NC(=O)CSc2nnc(-c3c[nH]c4ccccc34)n2C)sc2c1CCCC2	2.7	-1.8	-22.9	2.5	23.1	0.6	-0.1	0.3	3.5
